Screening data deposited in PubChem by several laboratories.
Granule exo inh: lytic granule exocytosis inhibition; hit rate 0.66% among 360,000; TALL-104 LAMP-1 surface exposure, flow cytometry; cells stimulated with thapsigargin and PMA; inhibition, % at 10 µM;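 active means inhibition above about 55%, limit read from the data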
H9c2 protect: modulators protecting cardiomyocytes from myocardial damage | H9c2 cardiomyocytes, H2O2 injury protection, ATPLite, 2 h | protection from H2O2 cell death, % at 20 µM | hit rate 0.63% among 360,000;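 active means compounds giving at least 50% protection of heart cells from peroxide-induced death in the single-dose screen, raw or plate-pattern-corrected value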;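 further: 0% = DMSO wells with peroxide and 100% = DMSO wells without peroxide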
PDI inh: PDI (human) enzyme inhibition; hit rate 0.052% among 350,000; PDI insulin aggregation turbidity, A650, 90 min; inhibition, % at 10 µM; AID 588391;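 active means mean inhibition across replicates of 30% or more, whatever share of single replicates reach that level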;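 further: absorbance from insulin aggregation driven by PDI reduction with DTT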
Target sequence (P07237 whole entry, looked up): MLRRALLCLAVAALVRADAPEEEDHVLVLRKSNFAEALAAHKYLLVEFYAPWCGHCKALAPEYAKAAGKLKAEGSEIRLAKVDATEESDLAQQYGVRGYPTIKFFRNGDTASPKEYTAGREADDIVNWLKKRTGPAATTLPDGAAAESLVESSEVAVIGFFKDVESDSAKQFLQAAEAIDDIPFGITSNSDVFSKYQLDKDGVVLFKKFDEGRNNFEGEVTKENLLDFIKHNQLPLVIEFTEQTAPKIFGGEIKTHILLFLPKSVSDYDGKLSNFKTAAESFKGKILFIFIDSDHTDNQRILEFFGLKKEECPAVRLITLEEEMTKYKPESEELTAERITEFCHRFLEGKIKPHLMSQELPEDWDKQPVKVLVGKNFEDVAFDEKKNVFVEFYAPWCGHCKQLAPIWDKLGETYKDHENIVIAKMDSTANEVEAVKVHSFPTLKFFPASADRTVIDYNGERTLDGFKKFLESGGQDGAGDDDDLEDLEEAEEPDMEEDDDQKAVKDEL
m5-HT2A agonist: mouse HTR2A agonism via beta-arrestin recruitment; CHO-K1 mHTR2A beta-arrestin complementation, luminescence; percent of 30 µM serotonin response; P35363; hit rate 0.66% among 360,000; activation, % at 7.6 µM;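 active means activation above a run cutoff, the mean activation of all tested compounds plus 3 SD, cut at about 14% in these data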;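 further: 0% = plate median of compound wells and 100% = 30 µM serotonin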
Target sequence (P35363 whole entry, looked up): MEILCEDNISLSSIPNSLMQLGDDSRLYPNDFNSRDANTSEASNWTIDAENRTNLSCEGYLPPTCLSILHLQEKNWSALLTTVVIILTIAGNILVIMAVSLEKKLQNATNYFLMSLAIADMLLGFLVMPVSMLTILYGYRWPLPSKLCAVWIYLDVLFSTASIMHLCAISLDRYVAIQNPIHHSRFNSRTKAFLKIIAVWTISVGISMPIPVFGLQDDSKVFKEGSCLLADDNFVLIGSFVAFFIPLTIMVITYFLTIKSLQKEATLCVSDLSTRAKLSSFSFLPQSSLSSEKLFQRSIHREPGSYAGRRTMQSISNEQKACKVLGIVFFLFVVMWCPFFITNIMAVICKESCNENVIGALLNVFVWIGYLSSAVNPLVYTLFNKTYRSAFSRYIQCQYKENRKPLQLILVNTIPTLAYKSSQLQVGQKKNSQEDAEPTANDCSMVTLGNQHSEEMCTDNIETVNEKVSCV
aDG glyco act: increases alpha dystroglycan glycosylation | Pro5-aDG cells, alpha-DG glycosylation AlphaScreen (IIH6); 0% Pro5, 100% B10-LARGE cell signal | activation, % at 10 µM | hit rate 0.22% among 360,000 | AID 624168;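 active means activation of at least 8% versus controls, or a plate z-score of at least 8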;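 further: Pro5 are CHO cells carrying HIG-tagged alpha-DG that lacks glycosylation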
N-glyco inh: N-linked glycosylation inhibition. D54 ERlucT glycosylation luciferase reporter, 24 h; percent of 100 nM tunicamycin response. reporter increase, % at 12.5 µM. hit rate 0.23% among 360,000. AID 588692;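 active means mean luciferase reporter signal, scaled so untreated is 0 and the glycosylation-blocking control 100, at or above a set limit in every replicate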;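 further: luciferase carries N-glycosylation sites so blocking glycosylation raises the light; 0% = median of neutral control wells and 100% = median of 100 nM tunicamycin wells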
iPSC survival up: increases survival of single human iPS cells; hiPSC single-cell survival, ATPlite luminescence; 100% = ROCK inhibitor wells, 0% = DMSO; survival enhancement, % at 20 µM; hit rate 0.044% among 360,000; in the data active means survival enhancement above about 18%;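 further: cells exposed to compounds for 16 hours before the ATP read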
ABCB6 inh 2: blocks the human ABCB6 transporter. K562-ABCB6 porphyrin accumulation, flow cytometry, 1 h; active compounds read low. Q9NP58. fluorescence ratio to DMSO, % at 10 µM. hit rate 0.19% among 360,000;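 active means fluorescence ratio to DMSO below 75%, the collection mean minus 3 SD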;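 further: signal is porphyrin accumulated inside mitochondria; 100% equals median channel fluorescence of DMSO control wells; lower ratio means ABCB6 inhibition with less porphyrin fluorescence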
CaV13 FRET inh: Disruptors of the CACNA1D IQ motif to Ca2+-dependent inactivation inhibitor domain association, primary screening, Förster resonance energy transfer in intact living … | HEK cells, CFP/YFP FRET ICDI-IQ, plate reader, 10 min; percent FRET-ratio fall versus neutral wells | inhibition, % at 12.3 µM | hit rate 0.098% among 340,000;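 active means mean replicate inhibition of at least 30% and at least 1% of replicates passing that level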;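 further: 0% = median of the neutral control wells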
Vif imaging: inhibitors of HIV Vif; HEK293T cells, Vif self-association by quenched fluorescence, imaging, 24 h; inhibition, % at 7.49 µM; hit rate 0.35% among 340,000; AID 602346; in the data active means inhibition above about 50%, passing the limit was not always enough; further: some results filed as inactive read as strong as hits
Active calls of the source: *; nt = not tested or not shown.

SMILES	Granule exo inh	H9c2 protect	PDI inh	m5-HT2A agonist	aDG glyco act	N-glyco inh	iPSC survival up	ABCB6 inh 2	CaV13 FRET inh	Vif imaging
Cc1cc(C)nc(SCc2cc(=O)c(OC(=O)c3ccco3)co2)n1	-2	25	5	1	-0.1	-1	1.3	101	-5	11
CCO/C=C1\N=C(c2ccc(F)cc2)OC1=O	-5	8	-3	8	-0.2	3	-0.4	95	-5	-4
Cc1nn(Cc2cccc(C(=O)NC(C)c3ccc(C(C)(C)C)cc3)c2)c(C)c1[N+](=O)[O-] (centres undefined)	-3	-4	-16	-1	0.0	-7	-1.0	96	-3	-25
COc1ccc(/C=C/C(=O)Nc2cc(S(=O)(=O)N3CCCCC3)ccc2N2CCCCC2)cc1OC	-6	-6	-3	3	-0.4	-1	-0.1	94	-5	-7
Nc1nnnn1/N=C/c1ccccc1O	-8	-5	7	5	-0.1	2	1.4	97	-5	0
NS(=O)(=O)c1ccc(CCNC(=O)c2cc(=O)[nH]c3ccccc23)cc1	3	-2	0	-8	0.0	2	-0.6	84	-8	-4
CCN(CC)c1ccc(NC(=O)c2[nH]c(C)c(C(C)=O)c2C)c(C)c1	0	-23	10	-8	1.2	-2	-0.2	96	0	19
CC(=O)Nc1ccc(S(=O)(=O)NC2(C(F)(F)F)C(=O)Nc3c2c(=O)[nH]c(=O)n3C)cc1 (centres undefined)	-2	2	4	3	0.2	3	1.3	100	-3	6
CCN(CC)C(=O)CSc1nc(-c2ccccc2)cc(=O)[nH]1	6	-2	-3	-3	0.3	3	-0.2	100	-5	0
O=C(Cc1cccs1)Nc1nc(-c2cccnc2)cs1	0	0	1	0	0.2	-1	-0.1	100	-4	11
CCOC(=O)Cc1nnc2c(Nc3ccccc3F)nc3nonc3n12	-3	-14	2	3	-0.1	2	1.8	94	nt	nt
Cc1n[nH]c(=O)nc1N/N=C/c1ccco1	-3	4	12	-3	-0.2	0	-1.9	98	-1	1
CC1(c2cccc(Br)c2)NC(=O)N(CC(=O)Nc2ccc(F)cc2)C1=O (centres undefined)	0	-8	7	14	-0.1	7	-0.3	100	-2	21
Nn1c(-c2ccccc2)cc(-c2ccccc2)cc1=O	26	-10	8	4	-0.3	-2	-2.0	91	-5	4
Cc1cc(C)nc(SCc2nnc(SCC(=O)Nc3ccc(C)c(C)c3)n2Cc2ccco2)n1	-5	3	5	0	0.1	-5	1.2	94	-6	-13
COc1cc([N+](=O)[O-])ccc1NC(=S)NC(=O)CC(C)(C)C	15	-6	0	4	0.1	1	2.3	98	3	-12
CS(=O)(=O)Nc1nnc(C2CCCC2)s1	4	1	-7	-2	0.0	3	1.2	102	-3	-2
COc1ccccc1NS(=O)(=O)c1cc(NC(=O)c2ccc3ccccc3n2)ccc1Cl	1	5	8	1	-0.2	-5	8.5	90	-15	1
CC(C)C(=O)N1CCC2(CC1)Oc1ccc(F)cc1C(=O)C21CC(c2ccccc2)=NO1 (centres undefined)	-6	3	4	2	2.4	-2	0.2	98	-10	4
C/C(=N\Nc1ccc(S(=O)(=O)Nc2ccc(Cl)cc2)cc1[N+](=O)[O-])c1ccc(N2CCOCC2)cc1	-1	-8	3	10	-0.5	1	1.6	96	-3	-2
C=CCOc1ccc(/C=C2/C(=O)ON=C2C)cc1OC	-1	-7	-9	3	0.0	8	-0.6	97	-9	-1
CN(C)CCN(C(=O)c1ccc(N2C(=O)CCC2=O)cc1)c1nc2cc3c(cc2s1)OCO3	-2	7	-4	-2	-0.1	1	-0.5	98	-14	-1
Cc1cccc(C)c1NC(=O)CN(C)CC(=O)N1CC(=O)Nc2ccccc21	-8	1	2	2	-0.1	2	2.0	99	-5	-2
CCN1CCCc2cc(CN(CCN3CCOCC3)C(=S)Nc3cccc(Cl)c3)ccc21	5	-12	-6	-4	0.1	-11	-0.2	97	-5	-1
Cc1ccc(C(=O)OCC(=O)N(CC(C)C)c2c(N)n(Cc3ccccc3)c(=O)[nH]c2=O)s1	1	-3	-5	-1	-0.1	0	-0.5	100	-6	-8
CC(C)CCCN1C(Nc2ccccc2)=NC[C@@H]1CC(C)C	-9	-11	3	-12	0.2	-1	-1.2	101	-9	-4
CCCC(=O)NCc1cc(-c2nn(C)c(=O)c3ccccc23)ccc1C	-4	6	-5	0	0.2	0	-0.4	100	-3	8
CCOC(=O)c1sc(NC(=O)COc2ncnc3ccccc23)c(C(=O)OCC)c1C	14	-10	3	0	0.2	-1	1.0	94	-4	8
Cc1ccc(NC(=O)CCCc2ccccc2)c([N+](=O)[O-])c1	-3	-2	3	0	-0.1	-1	-0.6	98	-19	-8
COc1cc(NC(=O)COC(=O)CSc2ccc3ccccc3c2)c(C)cc1[N+](=O)[O-]	-3	0	0	2	-0.2	2	0.1	99	-5	4
CN(Cc1ccccc1)C(=O)CCC1CCN(C(=O)CC2=CCCCC2)CC1	-2	4	-3	2	0.2	-1	-0.4	97	-2	-4
Cc1ccc2nc(-c3ccc(NS(=O)(=O)c4ccc(F)c(F)c4)cc3)sc2c1	4	-19	-8	-4	0.2	-11	-1.0	96	-5	-7
CCN(CC)c1ccc(/C=N/NC(=O)CCC(=O)NCc2ccccc2)c(O)c1	-2	48	-10	2	0.9	-10	-0.2	97	-6	4
CC(C)c1ccc(CCNC(=O)c2cccc(S(=O)(=O)N3CCN(C)CC3)c2)cc1	32	-7	1	-10	1.5	-3	-0.6	90	-7	-9
CC(C)(C)CC(=O)NC(=S)Nc1ccccc1C(F)(F)F	-5	-9	-10	5	0.4	-1	-2.3	92	-6	3
O=C(CSc1nnc2ccc(-c3ccco3)nn12)Nc1ccccc1F	-2	0	0	-6	-0.1	-1	0.6	91	nt	0
O=C(Nc1ccccc1Cl)c1ccccc1Oc1ccc(C(F)(F)F)cc1[N+](=O)[O-]	3	-21	1	-1	0.1	-3	1.6	95	-4	15
COc1cc2c(cc1OC)C(NC(=O)C(F)(F)F)CNC2=O (centres undefined)	-2	16	0	1	-0.2	-9	-0.8	109	-18	-10
CC1CCN(c2ccc([N+](=O)[O-])cc2C(=O)O)CC1	-1	4	4	-1	0.0	0	-0.2	102	-7	-9
C[N+]1(CC(O)c2ccccc2)CCCCCC1 (centres undefined)	-2	5	-4	3	-0.2	2	0.1	101	-5	-5
Cc1nc2cc(CO)ccc2s1	-2	-9	-2	0	0.1	2	-2.1	101	-6	-3
COc1ccc(/C=N\Nc2ncc(F)c(N3CCOCC3)n2)cc1OC	12	22	-3	-2	-0.2	-3	-0.6	100	-3	-7
CC1CC(C)CN(C(=O)COC(=O)CCCN2C(=O)c3cccc4cccc(c34)C2=O)C1 (centres undefined)	7	4	2	0	-0.1	0	-0.4	97	-6	10
Nc1c(-c2cccc([N+](=O)[O-])c2)nc2ccccn12	-2	7	3	2	-0.2	1	-0.6	97	-6	2
Cc1cc(N2C(=O)C3CC=CCC3C2=O)cc(C)c1Br (centres undefined)	-1	-7	-12	-3	0.2	0	-0.1	99	-6	7
COc1cc(C(=O)NC2CCN(C)CC2)ccc1Nc1ncc2c(n1)N(CCc1ccccc1)CCC(=O)N2C	-3	10	-12	-5	-0.7	62*	-5.4	97	-5	8
COc1ccc(C2C(C(=O)Nc3cc(C)on3)c3ccccc3C(=O)N2C)cc1OC (centres undefined)	-1	16	-2	1	0.1	0	1.7	97	nt	5
COc1cc(C(c2c(C(=O)O)[nH]c3ccccc23)c2c(C(=O)O)[nH]c3ccccc23)ccc1OCc1ccccc1	4	-1	-5	-1	0.0	0	-0.3	99	103*	0
CCOc1ccc(-c2c(=O)n(OCc3ccccn3)c3ccccc3[n+]2[O-])cc1	-2	2	-20	-3	0.1	1	-0.6	83	-4	23
CCOC(=O)C1=C(CCl)NC(=O)NC1c1ccc2c(c1)OCO2 (centres undefined)	-2	-3	-4	-1	0.2	-2	0.3	99	-5	5
CCOc1ccc(S(=O)(=O)N2CCCC(C(=O)NC3CC3)C2)cc1Cl (centres undefined)	10	-6	-1	3	0.0	4	4.7	95	-3	0
O=C(CCc1nnc2ccc(N3CCCCC3)nn12)NCC1CCN(Cc2ccc(F)cc2)CC1	-1	-3	11	3	-0.1	1	0.6	98	-7	7
CCOc1ccc(NS(=O)(=O)c2ccc(C(=O)NC3CCC(O)CC3)cc2)cc1 (centres undefined)	-9	-3	-2	-7	-0.1	3	0.8	100	-15	18
Cc1ccccc1NC(=O)Cc1nc(-c2ccc3ccccc3c2)cs1	-9	-5	-2	-3	0.2	0	3.6	98	-5	1
Cc1c(/C=N/Nc2ccc([N+](=O)[O-])cn2)c2ccccc2n1Cc1ccccc1	1	7	-9	8	0.0	-3	0.0	186	-5	1
Cc1cccc(C(C)(C)C)c1OCCCCN1CCCC1	2	3	8	-8	1.0	-5	-2.5	97	-3	-1
Cc1ccc(NC(=O)Cn2cc(S(=O)(=O)c3ccccc3)c(=O)c3cc(F)ccc32)cc1	9	4	nt	4	-0.2	-1	-1.1	95	-2	4
Clc1ccc(-c2nc3ccc(Cl)cn3c2Cc2ccsc2)cc1	2	-4	nt	-1	0.3	0	-1.8	107	-7	nt
O=C(OCC(=O)c1ccc[nH]1)c1ccc(S(=O)(=O)C(F)F)cc1	1	10	9	-2	0.0	-2	-0.7	102	1	-8
COC(=O)CSc1nnc(CNC(=O)Cc2ccccc2)n1C	3	0	12	-2	-0.2	3	1.1	94	-7	nt

Next section (2 carried over from the part before).
SMILES	Granule exo inh	H9c2 protect	PDI inh	m5-HT2A agonist	aDG glyco act	N-glyco inh	iPSC survival up	ABCB6 inh 2	CaV13 FRET inh	Vif imaging
O=C(OCC(=O)c1ccc[nH]1)c1ccc(S(=O)(=O)C(F)F)cc1	1	10	9	-2	0.0	-2	-0.7	102	1	-8
COC(=O)CSc1nnc(CNC(=O)Cc2ccccc2)n1C	3	0	12	-2	-0.2	3	1.1	94	-7	nt
O=C1NC(=O)/C(=C\c2ccc(OCc3cnc(Cl)s3)cc2)S1	0	-14	-10	4	1.0	-2	-2.8	99	5	0
COC(=O)c1cc(OC)c(OC)cc1N1C(=O)CCCC1=O	-14	-1	2	-1	0.0	-1	0.5	97	nt	-5
O=[N+]([O-])c1cc(S(=O)(=O)NCCCN2CCOCC2)ccc1Cl	1	2	-2	2	0.8	4	-1.0	99	-10	-9
O=C(Cc1n[nH]c(=O)c2ccccc12)Nc1cccc(S(=O)(=O)N2CCCC2)c1	5	48	1	-6	0.1	-2	-0.8	98	-7	-4
CC(=O)c1ccc(S(=O)(=O)NCCC(=O)NC(C)c2ccncc2)cc1 (centres undefined)	1	1	-15	5	0.0	1	1.4	99	-5	-2
N#CCCN(Cc1ccccc1)C(C(=O)NC1CCCCC1)c1ccnc2ccccc12 (centres undefined)	-2	7	nt	1	-0.2	0	-2.2	92	-6	nt
CC(C)C(OC(=O)CCCC(=O)Nc1nccs1)C(=O)NC1CCCCC1 (centres undefined)	-2	-6	0	6	-0.2	0	-0.4	99	-6	6
CCOC(=O)N1CCN(S(=O)(=O)c2ccc(Br)s2)CC1	0	-16	0	3	-0.2	-2	0.5	99	0	-8
Cc1ccc(NC(=O)COC(=O)C(NS(=O)(=O)c2ccc(Cl)cc2)C(C)O)cc1 (centres undefined)	-2	-8	9	4	-0.1	2	-0.3	95	-5	2
